Source: PubChem
mIDH1 inhibitor: blocks human mutant IDH1 R132H enzyme | AID 602179 | actives 0.093% (n = 390,000) | Potency, µM (top dose mostly 76.6 µM), inactives show at the highest dose activity change, negative = inhibition, actives largely listed as inhibitors | O75874 | IDH1-R132H enzyme, NADPH consumption, diaphorase/resazurin fluorescence; further: on the % scale 0 is the no-effect control and ±100 the full control effect; nearly all actives have a fitted effect of over 65% in size
Target sequence (O75874 whole entry R132H, stated change not applied): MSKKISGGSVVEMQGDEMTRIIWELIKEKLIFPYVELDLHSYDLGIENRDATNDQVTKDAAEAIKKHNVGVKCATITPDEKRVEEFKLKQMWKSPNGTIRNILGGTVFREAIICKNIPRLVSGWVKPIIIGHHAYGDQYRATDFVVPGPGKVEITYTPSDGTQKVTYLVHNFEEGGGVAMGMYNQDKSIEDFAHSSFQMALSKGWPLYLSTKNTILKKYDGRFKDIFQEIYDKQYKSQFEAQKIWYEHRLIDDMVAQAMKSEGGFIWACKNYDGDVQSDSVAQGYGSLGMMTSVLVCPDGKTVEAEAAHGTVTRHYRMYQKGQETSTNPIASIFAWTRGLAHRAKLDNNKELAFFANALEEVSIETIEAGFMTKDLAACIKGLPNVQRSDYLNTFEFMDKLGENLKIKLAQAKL
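IDH1-R132H (0.5 ug/mL dispensed) in pH 7.5 Tris buffer was preincubated 30 min with compound, then given a substrate mix of 0.016 mM NADPH and 2 mM alpha-KG for 80 min at room temperature; remaining NADPH was read by diaphorase/resazurin fluorescence.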
Vif-A3G inh: Vif-A3G binding inhibition; Potency, µM (doses to about 46.1 µM), for inactives: at the top dose activity, negative = active, actives largely listed as inhibitors; HeLa A3G-eYFP + Vif (tagged APOBEC3G with the HIV-1 protein that degrades it), YFP fluorescence, overnight; actives 0.076% (n = 410,000);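 further: on the % scale 0 is the no-effect control and ±100 the full control effect; nearly all actives have a fitted effect of over 60% in size; hits raise eYFP signal because A3G escapes Vif-driven loss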
Target sequence (Q9HC16 whole entry, looked up): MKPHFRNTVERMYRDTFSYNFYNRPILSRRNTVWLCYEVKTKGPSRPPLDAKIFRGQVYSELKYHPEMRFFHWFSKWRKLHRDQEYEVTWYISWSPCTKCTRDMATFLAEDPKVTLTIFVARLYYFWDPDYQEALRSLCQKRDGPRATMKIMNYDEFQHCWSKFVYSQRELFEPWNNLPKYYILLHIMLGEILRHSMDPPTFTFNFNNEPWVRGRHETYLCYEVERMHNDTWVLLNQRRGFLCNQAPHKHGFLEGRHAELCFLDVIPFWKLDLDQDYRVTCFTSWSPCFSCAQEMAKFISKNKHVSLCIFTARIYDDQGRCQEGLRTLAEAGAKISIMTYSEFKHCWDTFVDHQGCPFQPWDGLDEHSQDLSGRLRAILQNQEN
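HeLa cells stably expressing Vif and C-terminally eYFP-tagged A3G, seeded overnight at 37 deg C, then exposed to compound by pintool overnight at 37 deg C. Rise in yellow fluorescence (Ex 488/Em 500-530, Acumen) marks blocked Vif-driven A3G degradation.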
RXFP1 agonist: agonists of human relaxin receptor RXFP1; AID 2676; Potency, µM (highest dose often 57.5 µM), inactives show at the top dose activation, hits mostly activators; HEK293T-RXFP1 cAMP TR-FRET, 30 min; response scale: percent of porcine relaxin response, buffer zero; actives 0.3% (n = 370,000); further: on the % scale 0 is the no-effect control and ±100 the full control effect; nearly all actives have a fitted effect of over 60% in size; many of its hits are not listed in these tables
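HEK293 cells stably expressing RXFP1, treated 30 min at 37C with compounds plus PDE4 inhibitor Ro 20174; cAMP measured by HTRF TR-FRET. Normalized to buffer and 29 nM porcine relaxin; EC50 by Hill fit.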
Vif-APOBEC3F blk: inhibitors of Vif-A3F interaction; actives 0.2% (n = 390,000); Potency, µM (doses to about 46.1 µM), for the others: top-dose activity, negative = active; HeLa A3F-eYFP + Vif (tagged APOBEC3F with the HIV-1 protein that degrades it), YFP fluorescence increase; further: % of control where 0% means no effect; nearly all actives have a fitted effect of over 65% in size
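HeLa cells stably expressing Vif plus C-terminally eYFP-tagged A3F were seeded, incubated overnight at 37 deg C, dosed with compound, incubated overnight again at 37 deg C. Yellow fluorescence (Ex 488/Em 500-530) reported blocked Vif-mediated A3F-eYFP degradation.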
USP1-UAF1 inh: inhibitors of human USP1/UAF1 deubiquitinase | O94782 | recombinant USP1/UAF1, Ub-Rhodamine cleavage fluorescence | Potency, µM (titrated, usually from 57.1 µM), inactives show at the highest dose activity change, negative = inhibition, usual class: inhibitors | actives 0.23% (n = 390,000) | AID 743255; further: on the % scale 0 is the no-effect control and ±100 the full control effect; nearly all actives have a fitted effect of over 60% in size; inactives centre near -12
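High-throughput fluorogenic screen: 1nM USP1/UAF1 complex, Ub-Rho substrate 150nM final, 50mM HEPES pH 7.8 with 0.5mM EDTA, 0.1 mg/ml BSA, 1mM TCEP and 0.01% Tween-20.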
12-LOX inh: inhibitors of human 12S-lipoxygenase ALOX12; P18054; purified 12hLO, xylenol orange hydroperoxide absorbance; Potency, µM (highest dose often 108 µM), inactives show at the highest dose activity change, negative = inhibition, hits mostly inhibitors; actives 1.1% (n = 580,000); further: on the % scale 0 is the no-effect control and ±100 the full control effect
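Purified human 12hLO at 150 nM in 25 mM Hepes, 0.01% Triton X-100, pH 7.0, preincubated 15 min at room temperature with compound. Reaction started with 40 uM arachidonic acid, 30 min at room temperature. Hydroperoxide measured by Fe-xylenol orange, 573/405 nm absorbance ratio.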
TrxR1 substrate: is turned over as a substrate by rat TrxR1 | O89049 | purified TrxR1 substrate turnover, NADPH consumption readout | Potency, µM (doses to about 114 µM), for the others: at the highest dose activity change, negative = substrate turnover | actives 0.01% (n = 390,000) | AID 588456; further: on the % scale 0 is the no-effect control and ±100 the full control effect; nearly all actives have a fitted effect of over 50% in size
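Rat TrxR1, dispensed at 90 nM, was prereduced with 400 uM NADPH (final) for 5 min at ~22 deg C, then incubated with compound 15 min before 400 uM selenite. A first-read NADPH fluorescence drop versus no-compound background flagged substrates.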
RGS4 inhibitor: inhibitors of human regulator of G protein signaling 4 | Transcreener GDP fluorescence polarization, RGS4-accelerated GTP hydrolysis | actives 0.039% (n = 390,000) | AID 504845 | P49798 | Potency, µM (highest dose often 114 µM), for inactives: at the highest dose activity change, negative = inhibition, usual class: inhibitors; further: on the % scale 0 is the no-effect control and ±100 the full control effect; nearly all actives have a fitted effect of over 75% in size; some results filed as inactive show a strong effect at the top dose
Target sequence (P49798 whole entry, looked up): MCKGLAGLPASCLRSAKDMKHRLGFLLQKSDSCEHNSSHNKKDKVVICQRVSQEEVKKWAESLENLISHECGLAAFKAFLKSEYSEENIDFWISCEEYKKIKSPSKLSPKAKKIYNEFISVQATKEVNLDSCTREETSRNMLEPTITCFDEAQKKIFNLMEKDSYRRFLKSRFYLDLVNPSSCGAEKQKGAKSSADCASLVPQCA
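MLSMR compounds (23 nl, pin-transferred) preincubated 10 min at room temperature with a 500nM (2x) first reagent, then RGS4 at 900nM (2x) plus Transcreener GDP mix added; fluorescence polarization (620/688 nm) read before and after 90 min at 30 °C.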
TrxR1 inh: rat TrxR1 inhibition | O89049 | recombinant rTrxR1, NADPH fluorescence consumption, selenite substrate | Potency, µM (highest dose often 114 µM), inactives show at the highest dose activity change, negative = inhibition, usual class: inhibitors | actives 1% (n = 390,000) | AID 588453; further: on the % scale 0 is the no-effect control and ±100 the full control effect; nearly all actives have a fitted effect of over 65% in size
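Rat TrxR1 (90 nM in the dispensed reagent) was pre-reduced with 400 uM NADPH for 5 min at room temperature, then incubated with compound for 15 min. After 400 uM selenite was added, NADPH fluorescence (Ex 340/Em 450 nm) was followed for 8 min.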
An asterisk follows results filed as active; ? = inconclusive; . = not tested or not shown; [ ] = remark or other dose. The call rests on the fitted dose curve; in most records, active means well fitted curve in the direction sought with a large enough effect; inconclusive means small, poorly fitted or top-dose-only effect, or another doubt; inactive means no such curve, though single readings can be large; an effect the other way counts as inactive or inconclusive. Potency means the concentration at half of the fitted maximal effect. A portion of the library, so the mix of outcomes need not match the whole.

#	compound	mIDH1 inhibitor	Vif-A3G inh	RXFP1 agonist	Vif-APOBEC3F blk	USP1-UAF1 inh
1	COc1ccc(-c2cc(C(=O)N3CCCCCC3)c3ccccc3n2)cc1OC	-3%	0%	.	-1%	0%
2	CN(C)c1ncnc2c1ncn2C1CCCCO1 (stereo not given)	-5%	1%	.	-15%	3%
3	O=C(OCc1ccccn1)c1ccc(COc2ccccc2Cl)o1	15%	1%	-0.2%	3%	-26%
4	COc1cccc(NC(=O)C2CCN(S(=O)(=O)c3ccc4[nH]c(=O)ccc4c3)CC2)c1	-4%	-2%	2.6%	-1%	-2%
5	CCn1cc(CN2N=C(C)CC2c2ccccc2)c(C)n1 (stereo not given)	-3%	-3%	2.5%	11%	-15%
6	O=C(NCCc1cccs1)C1CCC(=O)N(CCc2cccc(F)c2)C1 (stereo not given)	1%	-4%	2.3%	3%	-23%
7	CCOC(=O)c1nc(C)c(C(C)=O)s1	2%	1%	-0.2%	0%	-14%
8	COc1cc(NC(=O)CN(C)C2CCCCC2)c(C)cc1[N+](=O)[O-]	5%	0%	1.2%	8%	-5%
9	COC(=O)c1c(C)[nH]c(C(=O)/C=C/c2ccccc2F)c1C	-2%	-1%	4.4%	-4%	4%
10	COc1ccc(N(CC(=O)NCc2ccco2)S(C)(=O)=O)cc1Cl	2%	-1%	-2.5%	4%	-19%
11	COCCn1c(SCC(=O)Nc2cccc(OC)c2)nnc1-c1ccccc1	6%	2%	1.0%	-1%	-4%
12	COc1ccc(OCC(=O)NS(=O)(=O)c2ccc(Cl)cc2)cc1	0%	1%	0.9%	-3%	-7%

#	12-LOX inh	TrxR1 substrate	RGS4 inhibitor	TrxR1 inh
1	2%	.	.	.
2	-5%	-7%	13%	7%
3	-13%	-7%	-54%	-4%
4	-3%	5%[57.1 µM]	31%	3%[57.1 µM]
5	-13%	6%	6%	21%
6	-9%	5%	8%	16%
7	11%	2%	15%	27%
8	13%	-9%	-3%	-8%
9	67%[activator]	4%	2%	16%[57.1 µM]
10	0%	9%	10%	?
11	6%	9%	18%	21%
12	?	6%	-8%	15%

Further records:
#	compound	mIDH1 inhibitor	Vif-A3G inh	RXFP1 agonist	Vif-APOBEC3F blk	USP1-UAF1 inh
13	O=C(CCc1nnc(C2CCCCC2)o1)NCc1cccc(-n2cccn2)c1	4%	1%	0.5%	0%	-10%
14	CCOc1cccc(C(=O)NC(=S)Nc2ccc(N3CCCC3)cc2)c1	-5%	-2%	0.2%	2%	1%
15	COc1ccc(C(=O)NC(=S)NCc2ccco2)cc1Br	4%	0%	4.5%	7%	-24%
16	CCn1c(SCc2ccccc2)nc2cc(S(N)(=O)=O)ccc21	-6%	3%	-0.2%	-6%	-20%
17	CN1C2CCC1CC(NS(=O)(=O)c1cc(Cl)c(Cl)cc1Cl)C2 (stereo not given)	1%	-1%	-1.1%	-26%	-5%
18	Cc1ccc(N2CC(NC(=O)C(=O)c3c(C)[nH]c4ccccc34)CC2=O)cc1 (stereo not given)	3%	0%	0.1%	-3%	-12%
19	CCN(CC)c1ccc(NC(=O)Nc2ccc(C(C)=O)cc2)cc1	-5%	-5%	1.2%	-5%	-6%
20	COc1ccc(N2CCN(C(=O)c3cccnc3)CC2)c([N+](=O)[O-])c1	0%	0%	-0.4%	8%	-6%
21	COc1cc(OC)cc(C(=O)OCC(=O)NC2CCCCCC2)c1	3%	-2%	2.3%	-3%	-21%
22	CC(OC(=O)C1CCN(S(=O)(=O)c2ccc(Cl)cc2)CC1)C(=O)NC1CCCCC1C (stereo not given)	4%	-2%	-1.6%	6%	-4%
23	O=C(Nc1cc(Cl)ccc1-n1cncn1)c1ccccc1OC(F)F	-11%	-4%	-0.4%	4%	-1%
24	CCn1c(SCc2ccc(C(=O)Nc3nccs3)cc2)nnc1-c1ccc(NC(C)=O)cc1	4%	0%	-1.3%	.	-18%

#	12-LOX inh	TrxR1 substrate	RGS4 inhibitor	TrxR1 inh
13	3%	7%	-2%	11%
14	?	8%[57.1 µM]	-41%	?
15	22µM*	-10%	-52%	?
16	?	-4%	6%	7%
17	10%	-3%	-17%	-1%
18	1%	-9%	4%	-9%
19	-24%	-11%	5%[11.4 µM]	7%[57.1 µM]
20	1%	-5%	40%	4%
21	-30%	8%	1%	25%
22	?	-4%	-20%	-5%
23	3%	-4%	-7%	0%
24	143%[activator]	-1%	7%	5%

More compounds:
#	compound	mIDH1 inhibitor	Vif-A3G inh	RXFP1 agonist	Vif-APOBEC3F blk	USP1-UAF1 inh
25	Cc1ccccc1OCCCC(=O)Nc1ccc2c(c1)OCO2	0%	3%	-1.1%	-6%	-10%
26	Cc1ccc(NCc2nc3ccccc3n2C)cc1C	8%	-1%	-1.7%	3%	-14%
27	Cc1ccc(C(=O)c2sc(Nc3ccccc3)c(C#N)c2N)cc1	-12%	0%	2.9%	8%	?
28	COC(=O)c1c(-c2ccccc2)c[nH]c1C	3%	0%	0.3%	-27%	-7%
29	Cc1cccc(CC(=O)N2CC(=O)Nc3ccc(Br)cc3C2c2ccc(F)cc2)c1 (stereo not given)	-19%	-11%	-0.6%	1%	?
30	CCOC(=O)Nc1ccc2c(COC(=O)C(NS(=O)(=O)c3ccc(Cl)cc3)C(C)O)cc(=O)oc2c1 (stereo not given)	2%	-2%	.	-5%	-13%
31	CC12CCCC[C@@H]1CCC1C2CCC2(C)C1CC[C@@]2(O)CNCCO (stereo not given in full)	5%	2%	4.0%	0%	-28%
32	CCOc1ccc(C2CC(=O)NC(SC)=C2C#N)cc1 (stereo not given)	9%	0%	2.1%	-14%	-25%
33	Cn1c(C(=O)Nc2cccc(Cl)c2)cc2c(=O)n(C)c3ccccc3c21	1%	0%	?	-3%	-30%
34	CCN1CCN(Cc2nc3c(c(=O)n(C)c(=O)n3C)n2C(C)C(C)=O)CC1 (stereo not given)	10%	1%	2.8%	1%	0%
35	C=CCn1c(=O)c2ccccc2n2nnc(C(=O)OCC)c12	6%	1%	25%	4%	-1%
36	COc1ccc(CNC(=S)Nc2ccccc2F)cc1	-5%	0%	0.6%	1%	-6%
37	Cc1nn(C)c2c1c(C(F)(F)F)cc(=O)n2CC(=O)N1CCN(c2ccccc2F)CC1	0%	2%	1.2%	4%	-24%
38	Cc1cc(Br)c(OCc2ccc(C(=O)N/N=C3\CC4CC=CC34)cc2)c(Br)c1 (stereo not given)	2%	0%	0.1%	13%	-15%
39	Oc1ccc2ccc3[nH]cnc3c2c1	-1%	-2%	-2.2%	5%	-2%

#	12-LOX inh	TrxR1 substrate	RGS4 inhibitor	TrxR1 inh
25	?	-7%	-4%	1%
26	0%	-10%	-21%	1%[57.1 µM]
27	?	9%	-35%	20%[57.1 µM]
28	-5%	-17%[57.1 µM]	-23%	-25%
29	?	-5%	2%	6%
30	-2%	175%[activator][57.1 µM]	-16%	-123%
31	.	6%	3%	13%
32	10%	3%	-11%	18%
33	-1%	9%	-10%	29%
34	0%	-2%	13%[56.9 µM]	-8%
35	?	2%[57.1 µM]	20%	13%[57.1 µM]
36	?	-5%	?	-15%
37	?	-2%[57.1 µM]	-16%	2%[57.1 µM]
38	11%	11%[57.1 µM]	-24%	-62%
39	0%	11%[57.1 µM]	1%	-5%[57.1 µM]

Profiles, looked up by structure. Screens in order: mIDH1 inhibitor, Vif-A3G inh, RXFP1 agonist, Vif-APOBEC3F blk, USP1-UAF1 inh, 12-LOX inh, TrxR1 substrate, RGS4 inhibitor, TrxR1 inh
Profile of Cc1nn(C)c2c1c(C(F)(F)F)cc(=O)n2CC(=O)N1CCN(c2ccccc2F)CC1 → 0%, 2%, 1.2%, 4%, -24%, ?, -2%[57.1 µM], -16%, 2%[57.1 µM]
Profile of COc1ccc(N2CCN(C(=O)c3cccnc3)CC2)c([N+](=O)[O-])c1 → 0%, 0%, -0.4%, 8%, -6%, 1%, -5%, 40%, 4%
Profile of CCOC(=O)Nc1ccc2c(COC(=O)C(NS(=O)(=O)c3ccc(Cl)cc3)C(C)O)cc(=O)oc2c1 (stereo not given) → 2%, -2%, ., -5%, -13%, -2%, 175%[activator][57.1 µM], -16%, -123%
Profile of COc1ccc(CNC(=S)Nc2ccccc2F)cc1 → -5%, 0%, 0.6%, 1%, -6%, ?, -5%, ?, -15%
Profile of CN(C)c1ncnc2c1ncn2C1CCCCO1 (stereo not given) → -5%, 1%, ., -15%, 3%, -5%, -7%, 13%, 7%
